SKN-1 block = C. elegans SKN-1 inhibition; C. elegans VP596 Pgst-4::GFP/RFP ratio, acrylamide-induced, 24 h; inhibition, % at 21.8 µM; 360,000 compounds, 0.49% hits;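 active means interference check ratio from 0.5 to 1.5 plus GFP to RFP signal ratio inhibition reaching or exceeding a fixed threshold, cut at about 30% in these data, passing the limit was not always enough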; further: some compounds called inactive have numbers as strong as hits
bovine MsrA act = bovine methionine sulfoxide reductase A activation; purified bovine MsrA, absorbance read-out; activation, % at 10.6 µM; 360,000 compounds, 0.3% hits; AID 602163; in the data active means activation above about 7.5%;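 further: 0% = vehicle and 100% = reference activator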
Rin1 Abl inh = inhibitors of human Rin1-Abl protein interaction. P00519+Q13671. TR-FRET Rin1/Abl binding, biochemical. inhibition, % at 7.35 µM. 360,000 compounds, 0.4% hits. AID 588664; in the data active means inhibition above about 5%, passing the limit was not always enough
Neddylation inh = cullin neddylation inhibition; P61081+Q13564; TR-FRET cullin neddylation, biochemical; calls only at 25 µM; 360,000 compounds, 0.58% hits; AID 651699; in the data active means inhibition above about 36%
eLon inh = inhibits E. coli Lon protease; P0A9M0; purified E. coli Lon protease, fluorescence polarization; inhibition, % at 7.94 µM; 360,000 compounds, 0.42% hits; AID 602123; in the data active means inhibition above about 13%, passing the limit was not always enough;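 further: 0% = enzyme with probe and DMSO and 100% = no enzyme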
Target sequence (P0A9M0 whole entry, looked up): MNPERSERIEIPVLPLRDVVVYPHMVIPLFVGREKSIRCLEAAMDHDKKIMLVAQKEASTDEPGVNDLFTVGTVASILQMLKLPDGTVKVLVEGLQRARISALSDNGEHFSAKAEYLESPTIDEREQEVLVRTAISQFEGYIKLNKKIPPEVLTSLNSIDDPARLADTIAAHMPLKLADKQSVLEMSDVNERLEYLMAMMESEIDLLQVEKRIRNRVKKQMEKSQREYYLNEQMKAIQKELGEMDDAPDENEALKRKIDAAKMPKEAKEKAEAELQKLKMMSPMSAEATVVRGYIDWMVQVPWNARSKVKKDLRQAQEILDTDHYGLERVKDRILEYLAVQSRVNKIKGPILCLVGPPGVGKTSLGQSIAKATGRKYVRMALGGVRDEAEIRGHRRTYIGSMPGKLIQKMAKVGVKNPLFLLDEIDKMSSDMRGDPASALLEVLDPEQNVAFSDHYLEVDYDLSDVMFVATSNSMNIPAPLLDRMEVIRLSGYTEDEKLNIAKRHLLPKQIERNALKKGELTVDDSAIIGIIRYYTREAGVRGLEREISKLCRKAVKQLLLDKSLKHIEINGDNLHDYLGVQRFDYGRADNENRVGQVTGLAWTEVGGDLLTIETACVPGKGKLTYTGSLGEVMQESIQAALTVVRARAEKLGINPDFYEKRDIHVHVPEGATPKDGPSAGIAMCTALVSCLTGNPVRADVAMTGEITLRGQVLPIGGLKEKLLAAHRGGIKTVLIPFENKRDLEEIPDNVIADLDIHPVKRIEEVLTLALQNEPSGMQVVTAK
CendR NRP1 mod = alters CendR peptide binding to human NRP-1. inhibition, % at 25 µM. O14786. FAM-RPARPAR peptide binding to NRP-1, fluorescence polarization. 360,000 compounds, 0.85% hits. AID 602438;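 active means inhibition or corrected inhibition above about 18%, plus a signal ratio from 0.5 to 1.5, limit read from the data, passing the limit was not always enough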; further: strong numbers were not always called active
MT1-MMP act inh = MT1-MMP (human) activation inhibition; HT1080 RFP-PRO-GFP cells, GFP/RFP ratio fluorescence, overnight; percent of plate control window, DMSO zero; GFP/RFP ratio change, % at 20 µM; 360,000 compounds, 0.061% hits;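 active means GFP/RFP ratio change of at least 30% with cell ATP level not reduced by more than half and red fluorescence within 50% of control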; further: strong numbers were not always called active
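Material – HT1080 RFP-PRO-GFP cells · Control set – DMSO wells and RFP-L50D-GFP cells · Incubation – overnight cell settling, then overnight compound exposure, 37 °C, 5% CO2 · Compound dosing – single-point 20 µM compound, 1% DMSO · Read-out – GFP/RFP fluorescence ratio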
MsrA inh = bovine MsrA inhibition. inhibition, % at 15.5 µM. 360,000 compounds, 0.75% hits. purified bovine MsrA, absorbance read-out. AID 651718; in the data active means inhibition above about 4.5%;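 further: 0% = vehicle wells with enzyme and 100% = reference inhibitor wells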
FAS TE block = FAS thioesterase (human) inhibition; inhibition, % at 15 µM; 360,000 compounds, 0.67% hits; recombinant FAS-TE, OMFH fluorogenic substrate, fluorescence endpoint; P49327;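 active means compounds whose normalised, plate-corrected inhibition of enzyme fluorescence in the single-dose primary screen is 50% or more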;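 further: 0% = DMSO with enzyme and 100% = substrate without enzyme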
Numbers without * were called inactive; i = inactive; x = not tested or not shown.

Values in the order – SKN-1 block, bovine MsrA act, Rin1 Abl inh, Neddylation inh, eLon inh, CendR NRP1 mod, MT1-MMP act inh, MsrA inh, FAS TE block
- O=C(CN1C(=O)c2ccccc2C1=O)Nc1ccccc1C(=O)NC1CCCCCC1
→ 7, 3, -2, i, 5, 18, 5, 0.1, 0
- Cc1cc(C)c(NC(=O)CN(C)C(=O)CNC(=O)c2cccs2)c(C)c1
→ 1, -3, 0, i, -6, -11, 0, 0.0, -5
- Cc1cccc(NC(=O)N2CCN(Cc3ccc(Cl)cc3)CC2)c1
→ -7, -11, -10, i, -10, -1, 10, -1.6, -1
- CCOC(=O)C1CCN(C(=O)c2cc(CN3C(=O)c4ccccc4C3=O)ccc2OCC)CC1
→ 17, -3, -1, i, 1, 15, -2, 0.5, 0
- O=C(CN1C(=O)COc2ccccc21)Nc1ccc(N2CCOCC2)cc1
→ -11, -1, -4, i, -8, 15, 2, 0.7, -4
- O=C(CCc1nc2ccccc2c(=O)[nH]1)OCCOc1ccc(Cl)cc1
→ -6, -2, 5, i, -5, 13, 3, 0.5, 6
- COc1ccc(CNC(=O)Cc2ccc(NC(=O)C3=C(C)OCCS3)cc2)cc1
→ -11, -4, -3, i, -4, 6, -2, 0.3, 2
- COc1ccc(CCNC(=O)c2ccc(CN3CCC(Cc4ccccc4)CC3)cc2)cc1
→ -6, -9, 1, i, -2, 4, 3, 0.6, -9
- CC(=O)c1cccc(NC(=O)C2=CC(c3cccs3)=NS(=O)(=O)N2C)c1
→ 11, -4, 3, i, 5, 2, 1, 1.4, 4
- O=C(COC(=O)Cc1ccc(F)cc1)NC1CCS(=O)(=O)C1 (configuration not stated)
→ -17, 0, 1, i, -12, -7, -1, -1.0, -5
- CC(NC(=O)CN1C(=O)NC(C)(c2cccc3ccccc23)C1=O)c1ccccc1 (configuration not stated)
→ 1, -1, 2, i, 4, -5, 2, 0.5, 0
- CCCOc1ccc(N2C(=O)CC(S/C(N)=N/N=C(\C)c3cccs3)C2=O)cc1 (configuration not stated)
→ -9, -9, 1, i, -5, -6, 1, 0.3, 0
- Cc1ccc(-c2nn(-c3cccc(F)c3)cc2CN(Cc2nccn2C)C(C)C)o1
→ 17, -3, -2, i, -1, -14, -6, 0.7, 2
- CCc1cccc(CC)c1NC(=O)c1cc(CN2C(=O)c3ccccc3C2=O)ccc1OC
→ -3, -5, 1, i, -11, 0, -4, -1.2, 27
- CCN(CC)CCN(CC(=O)N(C1CCCCC1)C1CCCCC1)C(=O)c1ccco1
→ 2, -2, 0, i, -5, 4, -3, 1.9, -7
- NC(=O)NC(Cc1ccccc1)C(=O)N1CCN(S(=O)(=O)c2ccc(Cl)cc2)CC1 (configuration not stated)
→ -3, -1, -3, i, -11, -2, -3, 0.3, -4
- O=C(CSc1ccc2ccccc2n1)NCCC1=CCCCC1
→ 8, -4, -8, i, 0, 3, -2, 1.0, 18
- Cc1nnc(NC(=O)CSc2nnc(CCNC(=O)c3ccccc3F)n2C)s1
→ -5, -9, 1, i, 1, 12, -2, -0.6, -7
- COc1cccc(-c2cnc(C(O)c3ccc(CN4CCCC4)cc3)[nH]2)c1 (configuration not stated)
→ 19, -6, 1, i, -8, -2, 2, -0.9, -7
- CN1CCN(C(=O)/C(=C/c2ccc(N(C)C)cc2)NC(=O)c2ccccc2)CC1
→ -5, -4, 1, i, -81, -82, -1, 4.6*, -14

An excerpt of these results, as labelled records.
NC(=O)NC(Cc1ccccc1)C(=O)N1CCN(S(=O)(=O)c2ccc(Cl)cc2)CC1 (configuration not stated)
- SKN-1 block: -3
- bovine MsrA act: -1
- Rin1 Abl inh: -3
- Neddylation inh: i
- eLon inh: -11
- CendR NRP1 mod: -2
- MT1-MMP act inh: -3
- MsrA inh: 0.3
- FAS TE block: -4

O=C(CSc1ccc2ccccc2n1)NCCC1=CCCCC1
- SKN-1 block: 8
- bovine MsrA act: -4
- Rin1 Abl inh: -8
- Neddylation inh: i
- eLon inh: 0
- CendR NRP1 mod: 3
- MT1-MMP act inh: -2
- MsrA inh: 1.0
- FAS TE block: 18

Further records.
Values in the order – SKN-1 block, bovine MsrA act, Rin1 Abl inh, Neddylation inh, eLon inh, CendR NRP1 mod, MT1-MMP act inh, MsrA inh, FAS TE block
- COc1ccc(CC(=O)OCC(=O)NCc2ccc3c(c2)OCO3)cc1OC
→ -7, -3, 0, i, -4, -22, 0, -0.8, -9
- CC(Cl)C(=O)Nc1cc(C(F)(F)F)ccc1N1CCOCC1 (configuration not stated)
→ 0, -3, -3, i, -1, 9, -2, -0.4, 4
- CCCc1nn(C)c(C(=O)Nc2ccc(C(C)(C)C)cc2)c1Cl
→ 16, -5, 1, i, 6, -14, 3, -0.2, 18
- O=S(=O)(Nc1ccccc1)c1ccc2c(c1)CCO2
→ -6, -4, -1, i, -4, -1, 2, -0.2, 7
- Cc1nn(C)c(C)c1CNC(=O)Nc1cccc(Cl)c1
→ -14, -12, 5, i, 0, -1, 0, -0.8, -1
- COCCNC(=O)c1ccc(CS(=O)(=O)c2ccc(OC)cc2)o1
→ 5, -1, -2, i, -6, -14, 3, -1.0, -6
- CCOC(=O)c1ccc(NC(=O)NC2CCN(CC(=O)NCc3ccc4c(c3)OCO4)CC2)cc1
→ 13, -1, 4, i, -4, 0, 9, 0.3, -13
- COC(=O)Nc1nn(-c2ccc(C)cc2)c(=O)c(C#N)c1C
→ -3, -4, -4, i, -9, 10, -3, 1.0, -2
- CCOCCCNC(=O)C1(O)c2ccccc2NC(=O)N1c1ccc(Cl)cc1 (configuration not stated)
→ -12, -4, -1, i, 2, 0, -2, -0.4, -4
- COc1ccc(NC(=O)CSc2nnc(CNC(=O)c3ccco3)o2)c(OC)c1
→ 7, -8, -3, i, -2, -3, -6, -1.0, -10
- c1ccc(Nc2cc(Nc3ccccc3)[nH]n2)cc1
→ -6, -2, -3, i, 9, 2, 3, 0.3, -3
- O=C(c1ccc2c(c1)OCO2)N1CCN(c2ccccc2)CC1
→ 9, -2, -3, i, 6, 6, 1, 0.1, -8
- CC(=O)N/C(=C/c1ccc2c(c1)OCO2)C(=O)NCCCO
→ -4, 6, 1, i, -4, 1, 1, 1.5, -6
- Cc1ccc2nc3c(cc(C(=O)NCc4ccccc4)c(=N)n3CCCn3ccnc3)c(=O)n2c1
→ 7, -2, -8, x, 3, -18, 0, 1.2, -9
- CCN(CC)C(=O)C1CCCN(Cc2nc(-c3cnccn3)no2)C1 (configuration not stated)
→ 4, -3, 1, i, -9, 9, -3, -0.4, -2
- COC(=O)C[C@H]1C=C[C@@H](NC(=O)C2CC2)[C@@H](CO)O1
→ 8, x, x, i, x, 3, 0, -0.7, x
- CCCC(=O)OCCn1c(Br)nc2c1c(=O)[nH]c(=O)n2C
→ -3, -14, 0, i, 0, -4, 2, -0.5, -4
- COC(=O)c1sccc1NC(=O)c1ccc(OC)cc1
→ 10, -1, -4, i, 3, 2, -5, 0.0, 15
- COc1ccc(NC(=O)Cn2nnc(C(=O)NCc3cccs3)c2N)cc1Cl
→ -4, -4, 2, i, -7, -3, 4, 1.7, -6
- C=C(C)c1cccc(C(C)(C)NC(=O)N2CCN(CC)CC2)c1
→ 1, 0, 5, i, -8, -2, 1, 0.2, -4

Other compounds.
structure | SKN-1 block | bovine MsrA act | Rin1 Abl inh | Neddylation inh | eLon inh | CendR NRP1 mod | MT1-MMP act inh | MsrA inh | FAS TE block
Cc1ccccc1Nc1sc(C(=O)Nc2cccc(Cl)c2)c(N)c1C(N)=O | -2 | -3 | 5 | i | -13 | -8 | 0 | 2.0 | 21
Cc1cc(Br)ccc1NS(=O)(=O)c1c(C)[nH]c(=O)[nH]c1=O | 18 | 0 | 2 | i | -2 | 5 | 5 | 1.4 | -7
CCCCN=C1CC(C)(C)CC(=O)/C1=C(/O)CCC | -4 | -2 | 3 | i | -17 | 7 | 1 | -0.5 | -2
CCc1ccc(C(O)c2ncc(-c3ccccc3C(F)(F)F)[nH]2)cc1 (configuration not stated) | 3 | 3 | -1 | i | -8 | 1 | 1 | -1.0 | 3
CC1(c2ccccc2)NC(=O)N(CC(=O)Nc2nc(-c3ccccn3)cs2)C1=O (configuration not stated) | 4 | -6 | 1 | i | -7 | -3 | 6 | -0.7 | -4
CCn1c(C)cc(C(=O)COC(=O)c2cccnc2SC)c1C | 2 | -3 | 2 | i | 2 | 9 | -1 | -0.5 | 6
COC(=O)c1ccc(Cn2cnc3c(cnn3-c3ccc(Cl)cc3)c2=O)o1 | 6 | -2 | 2 | i | -2 | 9 | 1 | -1.4 | 8
Cc1ccc2[nH]c(C)c(/C=C/c3cc[n+](C)cc3)c2c1 | 17 | -8 | -121 | i | i | 141 | -63 | -0.4 | -56
Cc1ccccc1NS(=O)(=O)c1ccc(C)c(NS(C)(=O)=O)c1C | 13 | -2 | 0 | i | 0 | 1 | 2 | 1.2 | -1
NS(=O)(=O)c1ccc(CCNC(=O)CNCCc2ccc(C(F)(F)F)cc2)cc1 | -9 | -4 | 1 | i | -8 | 8 | 0 | 1.9 | -7
Cc1ccc(C(=O)Nc2c(-c3ccccc3)[nH][nH]c2=O)cc1 | 4 | x | x | i | x | -9 | -4 | 0.6 | x
Cc1cccc(Oc2ccc3c(c2)cc(C(=O)O)n3C)c1 | -7 | -8 | 0 | i | 7 | 0 | -5 | -1.1 | 0

Entries listed above marked active in MsrA inh:
canonical_smiles	SKN-1 block	bovine MsrA act	Rin1 Abl inh	Neddylation inh	eLon inh	CendR NRP1 mod	MT1-MMP act inh	MsrA inh
CN1CCN(C(=O)/C(=C/c2ccc(N(C)C)cc2)NC(=O)c2ccccc2)CC1	-5	-4	1	i	-81	-82	-1	4.6*

Next records follow:
structure | SKN-1 block | bovine MsrA act | Rin1 Abl inh | Neddylation inh | eLon inh | CendR NRP1 mod | MT1-MMP act inh | MsrA inh | FAS TE block
COCCn1c(SCC(=O)c2c(N)n(C3CC3)c(=O)[nH]c2=O)nc2ccccc21 | 23 | -2 | 2 | i | -8 | -1 | 5 | 0.1 | -7
Cc1ccc(-n2nc3c(c2NC(=O)CC(C)C)CS(=O)(=O)C3)c(C)c1 | 3 | -10 | 3 | i | 0 | 0 | -4 | -0.6 | -6
CCNc1nc(SC)nc(N(C#N)CC(=O)OC)n1 | 13 | -5 | 2 | i | 1 | -18 | 1 | -1.1 | 2
CC(=O)c1cccc(NC(=O)C2CC(=O)N(c3ccc4c(c3)OCCO4)C2)c1 (configuration not stated) | 0 | -2 | 3 | i | 2 | -15 | -3 | -0.5 | -5
CCN(CC)Cc1c(C(=O)N/N=C/c2cccnc2)nnn1-c1nonc1N | 19 | -1 | 2 | i | 11 | 10 | 6 | -0.7 | -4
COc1ccc(C2=C(SC)CC2=NC(C)(C)C)cc1 | -5 | -2 | -2 | i | 8 | 13 | 2 | 1.7 | -3
Cc1ccc2ccc[n+](Cc3ccccc3)c2c1 | 18 | -3 | -1 | i | -1 | 12 | -9 | 1.8 | -5
Clc1ccc(-c2cnc3ccccc3n2)cc1 | 42* | 0 | -5 | i | -4 | -9 | 5 | 1.4 | 2
CCN=C1SC(CC(=O)Nc2ccc(C(F)(F)F)cc2)C(=O)N1CC (configuration not stated) | -2 | -2 | 4 | i | -2 | -13 | 12 | -0.3 | 3
O=C(O)CCCC(=O)N1CCN(c2ncccn2)CC1 | -8 | 0 | -2 | i | 0 | 6 | 3 | -0.6 | -8
O=C(Nc1ccc(N2CCN(C(=O)c3ccc(Cl)cc3)CC2)cc1)c1ccc(Br)o1 | 3 | -6 | 1 | i | -5 | 5 | 5 | -0.3 | 6
O=C1CN(C(=O)COC(=O)c2ccc(Cl)cc2)c2ccccc2N1 | 1 | -4 | 0 | i | -15 | 2 | 3 | -0.8 | -10
COCCN(C(=O)CNC(=O)c1ccco1)C(C(=O)NC1CCCC1)c1cccs1 (configuration not stated) | -17 | 0 | -2 | i | 8 | -12 | -6 | -0.3 | -8

Source: PubChem (several laboratories)
